# EPAC2 antag: qHTS for Antagonist of cAMP-regulated guanine nucleotide exchange factor 2 (EPAC2): primary screen; Rap guanine nucleotide exchange factor 4 (Homo sapiens), Q8WZA2; Potency, µM (doses to about 114 µM), inactives show at the top dose activity, negative = inhibition, hits mostly inhibitors; 360,000 compounds, 0.18% hits; EPAC2 GEF exchange of Rap1B-BODIPY-GDP, fluorescence; note: potency is the fitted concentration of half-maximal effect; % is set by controls: 0 for no effect and ±100 for the full control effect; nearly all actives have a fitted effect of over 45% in size; many of its hits are not listed in these tables
# Target sequence (Q8WZA2 whole entry, looked up): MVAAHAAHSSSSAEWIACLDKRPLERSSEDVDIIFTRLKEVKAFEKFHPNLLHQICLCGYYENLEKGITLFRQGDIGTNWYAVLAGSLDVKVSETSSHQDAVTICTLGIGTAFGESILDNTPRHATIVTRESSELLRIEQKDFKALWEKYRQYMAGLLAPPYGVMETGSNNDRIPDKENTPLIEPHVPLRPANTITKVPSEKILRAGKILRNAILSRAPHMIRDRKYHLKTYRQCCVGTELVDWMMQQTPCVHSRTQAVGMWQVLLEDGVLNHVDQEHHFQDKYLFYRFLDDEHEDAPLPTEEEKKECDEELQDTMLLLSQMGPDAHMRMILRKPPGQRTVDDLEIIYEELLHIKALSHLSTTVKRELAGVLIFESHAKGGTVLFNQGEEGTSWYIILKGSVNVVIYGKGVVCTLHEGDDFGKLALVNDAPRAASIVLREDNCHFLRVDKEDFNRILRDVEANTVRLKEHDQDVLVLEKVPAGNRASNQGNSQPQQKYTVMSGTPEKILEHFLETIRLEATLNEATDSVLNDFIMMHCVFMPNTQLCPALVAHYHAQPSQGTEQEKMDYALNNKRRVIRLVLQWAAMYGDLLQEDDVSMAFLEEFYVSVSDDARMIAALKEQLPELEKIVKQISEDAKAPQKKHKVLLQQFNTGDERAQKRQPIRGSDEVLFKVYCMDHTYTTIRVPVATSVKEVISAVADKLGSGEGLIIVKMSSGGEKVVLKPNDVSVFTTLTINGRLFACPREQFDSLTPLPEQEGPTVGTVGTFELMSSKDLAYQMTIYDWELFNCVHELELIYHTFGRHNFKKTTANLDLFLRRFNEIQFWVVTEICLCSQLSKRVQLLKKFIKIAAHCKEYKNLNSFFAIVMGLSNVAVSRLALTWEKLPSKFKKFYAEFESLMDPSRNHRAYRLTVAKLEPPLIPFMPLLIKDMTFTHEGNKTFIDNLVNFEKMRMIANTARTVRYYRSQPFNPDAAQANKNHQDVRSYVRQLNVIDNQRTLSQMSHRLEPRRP
# EPAC2 ag: qHTS for Agonist of cAMP-regulated guanine nucleotide exchange factor 4 (EPAC2): primary screen; EPAC2 activation, biochemical qHTS; response scale: 100% = 6.5 mM cAMP response; Potency, µM (top dose mostly 154 µM), inactives show at the highest dose activation, actives largely listed as activators; 360,000 compounds, 0.079% hits; note: potency is the fitted concentration of half-maximal effect; nearly all actives have a fitted effect of over 50% in size
#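 EPAC2 (100 nM) mixed with Rap1B loaded with BODIPY-GDP (250 nM) plus 50 uM unlabeled GDP; compounds pinned in, 5 min RT, then read every 5 min for 30 min (ex 480, em 540 nm). Normalized to cAMP control.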
# DRD3 antagonist: qHTS of D3 Dopamine Receptor Antagonist: qHTS | D(3) dopamine receptor (Homo sapiens), P35462 | D3R cells, DiscoveRx beta-arrestin luminescence, antagonist mode; stronger effect = lower value | max response, negative = inhibition, % | 360,000 compounds, 2.5% hits; in the data active = max response below about -50%; inconclusive = no clear call, values can overlap the other calls; note: % is set by controls: 0 for no effect and ±100 for the full control effect; mostly tested at two doses, the higher about 12 µM
#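 Cells plated overnight at 1500 cells/well, then exposed to library compounds with dopamine controls for 90 minutes at 37 degrees C. DiscoveRx reagent added for 30–60 minutes at room temperature; luminescence read, quantitative HTS format.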
# D3 ag: qHTS of D3 Dopamine Receptor Agonist: qHTS; D(3) dopamine receptor (Homo sapiens), P35462; AID 652048, 2013; max activation, %; 410,000 compounds, 0.58% hits; D3R DiscoveRx beta-arrestin cells, luminescence, 90 min; in the data active = max activation above about 30%; note: 0% is about no effect; mostly tested at two doses, the higher about 12 µM
#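 Cells at 1500/well, incubated overnight, then treated with pinned compounds (dopamine as control) for 90 min at 37 degrees C. DiscoveRx reagent added for 30 - 60 minutes at room temperature; luminescence read.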
# CCT modulator: High-Throughput Screening for Modulators of Cytosolic Chaperonin Activity. purified chaperonin ATPase assay, HTRF ADP detection, 30 min. activity change, % (test concentration not listed), hits read low. 360,000 compounds, 0.3% hits. AID 651819, 2012; in the data active = activity change below about -30%; note: % is set by controls: 0 for no effect and ±100 for the full control effect
#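 First, chaperonin was dispensed at 40 nM or 20 nM final depending on batch activity. Next, compounds were pinned at 76 uM and ATP added at 10 uM. After 30 min at 37 °C, ADP detection reagents ran 30 min at ambient temperature.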
# PTHR1 agonist: qHTS for PTHR1 Agonists: Primary Screen; Potency, µM (titrated, usually from 115 µM), for the others: at the highest dose activation, hits mostly activators; 410,000 compounds, 0.075% hits; HEK293 GP2 PTHR1 cells, GloSensor cAMP luminescence, 1 h; note: potency is the fitted concentration of half-maximal effect; nearly all actives have a fitted effect of over 55% in size; some results filed as inactive show a strong effect at the top dose; inactives centre near -15; many of its hits are not listed in these tables
#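 HEK-293-derived GP2 cells expressing PTHR1 and a GloSensor cAMP reporter, 3,000/well, plated overnight, given luciferin plus IBMX (each 0.5 mM as added) for 1 h at 37 °C, then compound for 1 h at 37 °C. Luminescence was read after 15 min at room temperature.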
# Akt phos inh: HTS Assay for Inhibitors of Akt Phophorylation: Primary Screen; Neuro2A IGF-stimulated pAkt S473 HTRF, 20 min; stronger effect = lower value; activity change, % for hits at 50 µM; 360,000 compounds, 0.32% hits; AID 651550, 2012; in the data active = activity change below about -80%; inconclusive = mostly about -51% to -80%; note: % is set by controls: 0 for no effect and ±100 for the full control effect
#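 Neuro2A cells in DMEM with 0.5% FBS, overnight at 37 deg C, given compound at single 50 µM final, then IGF (6 nM final) for 20 min at 37 deg C. Lysed; phospho-Akt Ser473 by HTRF after 24 h, 665/615 ratio.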
# Mm-Cpn inhibitor: Inhibitors of TCP-1 ring complex (TRiC) of Methanococcus maripaludis (MmCpn): qHTS. Chaperonin Mm-Cpn (Methanococcus maripaludis). purified Mm-Cpn ATPase, ADP Transcreener TR-FRET. Potency, µM (series often up to 76.9 µM), without a hit: at the top dose activity, negative = inhibition, hits mostly inhibitors. 330,000 compounds, 0.031% hits. AID 504842, 2011; note: potency is the fitted concentration of half-maximal effect; % is set by controls: 0 for no effect and ±100 for the full control effect; nearly all actives have a fitted effect of over 80% in size
#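 Measured: ADP formation by purified Mm-CPN. Conditions: 25 nM protein, 10 uM ATP, Tris pH 7.4 with Mg2+, K+ and DTT, 37°C for 30 min. Detection: Transcreener HTRF after 30 min at room temperature.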
# Active calls of the source: *; i = inactive; ? = inconclusive; · = not tested or not shown; [ ] = remark or other dose. Unless noted, calls come from the whole dose curve; as a rule, active = well fitted curve in the direction sought with a large enough effect; inconclusive = small, poorly fitted or top-dose-only effect, or another doubt; inactive = no such curve, though single readings can be large; an effect the other way counts as inactive or inconclusive. This is a subset; the hit share may differ from the screen's.
SMILES,EPAC2 antag,EPAC2 ag,DRD3 antagonist,D3 ag,CCT modulator,PTHR1 agonist,Akt phos inh,Mm-Cpn inhibitor
CC(=O)N1CCc2cc(S(=O)(=O)NCCC(=O)NCCc3ccc(C)cc3)ccc21,-7%,1%,0,0,-2.3,-14%[57.5 µM],i,2%
CCOC(=O)c1sc2nc3c(cc2c1N)COC(C)(C)C3,-7%,-3%,9,0,-1.4,-21%,i,-23%
CC1CCCCN1C(=O)CCn1c(=S)oc2ccccc21 (stereo not given),-6%,-3%,4,-1,-1.7,i,i,2%
Cc1cccc(C(=O)N2CCNC(=O)C2CC(=O)Nc2cccc(Cl)c2)c1 (stereo not given),-1%,5%,-6,4,-2.5,i,i,-4%
C=CCc1cccc2ccc(=O)oc12,0%,5%,6,-11,-1.2,i,i,-1%
CN(C)S(=O)(=O)c1cc(NC(=O)c2cc(=O)c3ccccc3o2)ccc1Cl,0%,12%,34,2,-0.4,-31%[inhibitor],i,-1%
CC(=O)c1ccc(CCCCCCCCCC(=O)O)s1,17%,5%,21,4,-1.5,-1%[57.5 µM],i,-3%
COc1cccc(N2CCN(S(=O)(=O)c3cccc4cccnc34)CC2)c1,-12%,6%,-8,0,-2.1,-4%,i,-4%
O=C(CNc1cccc(S(=O)(=O)N2CCCCC2)c1)Nc1ccccc1F,-7%,9%,2,4,0.7,-13%,i,-2%
Cc1ccc(C)c(C(O)c2ncc(-c3cccc(F)c3)[nH]2)c1 (stereo not given),-17%,-6%,8,-1,-1.4,-37%[inhibitor],i,·
O=c1nc(N2CCOCC2)nc(N/N=C/c2ccc3c(c2)OCO3)[nH]1,7%,6%,-18,-15,-0.7,14%,i,3%
COc1cc(/C=N/NC(=O)c2ccncc2)ccc1OC(=O)c1ccccc1Cl,?,-1%,17,1,-0.2,-89%[inhibitor],i,3%
Cc1ccccc1OCCOC(=O)c1cc(S(=O)(=O)N2CCCCC2)ccc1N1CCOCC1,12%,20%,21,-1,2.9,-14%,i,-5%
COc1ccc(NC(=O)c2cc(-c3ccc(C)c(C)c3O)n[nH]2)cc1Cl,3%,4%,-26,9,-3.2,-45%[inhibitor],i,2%
O=C(Nc1ccnn1C1CCN(C2CCOCC2)CC1)c1cccc(F)c1,10%,4%,2,-6,-2.9,i,i,-3%
CCOC(=O)c1sc(N(C)C(C)=O)nc1C,2%,5%,1,-1,-1.1,i,i,1%
Cc1ccc2nc(SCC(=O)NC3CC3)[nH]c2c1,3%,7%,-6,-7,-4.3,-9%,i,1%
Cc1c(C)c2ccc(OC(C)C(=O)NCCCN3CCOCC3)c(C)c2oc1=O (stereo not given),3%,2%,3,1,-2.7,i,i,0%
CSc1ncccc1C(=O)OCC(=O)c1ccc[nH]1,-14%,2%,-28,-6,-2.1,-1%,i,-1%
CN(C(=O)COC(=O)c1cnc(Cl)c(Cl)c1)C1CCCCC1,-1%,5%,?,-6,-1.5,-16%,i,2%
CCOC(=O)c1cc2cc(OC)ccc2n1C1CCN(CCc2ccccc2)CC1,-10%,7%,-109*,-8,1.5,12%,i,·
O=C(COC(=O)c1cccc(S(=O)(=O)N2CCOCC2)c1)NCc1ccccc1,-2%,15%,-9,-1,-1.1,i,i,0%
COC(=O)c1cc(NC(=O)Nc2cccc(Cl)c2)ccc1Cl,-17%,30%,-16,-10,-3.7,-93%[inhibitor],i,1%
CCOc1ccccc1C(=O)Nc1ccc(NC(=O)c2ccccc2)cc1,9%,-2%,-12,-4,-0.7,i,i,1%
CCCCN(C)C(=O)CC(NS(=O)(=O)c1ccc(NC(C)=O)cc1)C(C)C (stereo not given),-2%,3%,4,4,-9.3,-5%,i,2%
Oc1ccc(-c2nc3c4c(ncn3n2)-c2ccccc2CC42CCCC2)cc1,-7%,1%,72,16,-1.9,-17%,i,0%
CC1CCN(Cc2c(C(=O)N/N=C/c3ccc(C(C)(C)C)cc3)nnn2-c2nonc2N)CC1,-1%,-20%,16,5,-0.5,i,i,-1%
COc1cc(/C=C2\SC(=S)N(Nc3ncc(C(F)(F)F)cc3Cl)C2=O)cc(OC)c1OC,-15%,9%,-3,-21,-2.8,i,?,-4%
CC(C)C(=O)Nc1ccc(NC(=O)c2ccccc2Cl)nc1,2%,0%,14,0,0.4,i,i,-1%
CC1C(=O)N2CCCc3cc(S(=O)(=O)N4CCN(c5ccccc5F)CC4)cc1c32 (stereo not given),-15%,2%,0,-3,-0.2,-24%,i,0%

# Entries of single compounds from above:
# Listed for CC(=O)N1CCc2cc(S(=O)(=O)NCCC(=O)NCCc3ccc(C)cc3)ccc21 = EPAC2 antag = -7%; EPAC2 ag = 1%; DRD3 antagonist = 0; D3 ag = 0; CCT modulator = -2.3; PTHR1 agonist = -14%[57.5 µM]; Akt phos inh = i; Mm-Cpn inhibitor = 2%
# Listed for CCCCN(C)C(=O)CC(NS(=O)(=O)c1ccc(NC(C)=O)cc1)C(C)C (stereo not given) = EPAC2 antag = -2%; EPAC2 ag = 3%; DRD3 antagonist = 4; D3 ag = 4; CCT modulator = -9.3; PTHR1 agonist = -5%; Akt phos inh = i; Mm-Cpn inhibitor = 2%

# Remaining list, next part.
SMILES,EPAC2 antag,EPAC2 ag,DRD3 antagonist,D3 ag,CCT modulator,PTHR1 agonist,Akt phos inh,Mm-Cpn inhibitor
O=C(c1ccccc1Cl)N1CCSCC1,-1%,7%,5,11,1.4,26%,i,-1%
CCOC(=O)[C@]12CCCC=C1N(Cc1ccco1)C(=O)[C@H](CC(=O)NCc1cccc(C(F)(F)F)c1)C2,-14%,19%,3,5,-0.6,-19%,i,·
Cn1c(=O)c2ccccc2n(CC(=O)N2CCCc3ccccc32)c1=O,21%,-3%,-17,13,0.9,-9%,i,1%
c1ccc2c(c1)ncn2CCn1cnc2ccccc21,-1%,4%,2,0,0.5,-6%[57.5 µM],i,0%
O=C(CN1C(=O)NC(CCc2ccccc2)C1=O)Nc1ccc(F)c(F)c1F (stereo not given),-4%,1%,-27,1,-3.0,-20%,i,10%
O=C(Nc1ccccc1F)c1ccc2sc([C@H]3C[C@H](O)[C@@H](CO)O3)nc2c1,7%,9%,?,-6,0.5,-9%,i,·
CCOC(=O)C1CCN(S(=O)(=O)c2cc(C(=O)OC)n(C)c2)CC1,5%,3%,-17,-7,1.4,i,i,-4%
c1nc(N2CCC3(CC2)OCCO3)c2[nH]cnc2n1,16%,0%,7,-3,-2.9,i,i,-1%
N#Cc1nc(-c2ccc(F)cc2)oc1N1CCN(C(=O)c2ccco2)CC1,24%,6%,-12,-4,-0.9,i,i,0%
COc1cccc(-c2c(C(=O)N/N=C/c3ccoc3)nnn2-c2nonc2N)c1,1%,2%,-16,-11,-0.3,i,i,?
O=C(NCc1ccccc1Cl)C1CCCN1C(=O)NCc1ccccc1 (stereo not given),4%,-3%,4,2,0.0,-19%,i,1%
COCCCNC(=O)CCSc1ccc(Cl)cc1,-1%,10%,-13,-2,1.0,-6%,i,0%
O=c1[nH]c2ccccc2c(O)c1-[n+]1ccccc1,13%,9%,-18,32*,-0.5,?,i,-1%
COc1cc(/C=N/NC(=O)CC23CC4CC(CC(C4)C2)C3)cc(Br)c1OCC(=O)N(C)C,-17%,-11%,-16,-1,-1.0,i,i,0%
CCc1ccc([C@@H]2CC=C(C(=O)O)[C@H](c3ccc(C)cc3)N2S(=O)(=O)c2ccc(C)cc2)cc1,?,-9%,?,-35,2.1,-90%[inhibitor],i,1%
Cc1c(S(=O)(=O)NC2CCCCCC2)c(=O)n(C)c(=O)n1C,2%,-6%,-8,-6,-5.7,i,i,-14%
C/C(=N\NC(=O)CCC(=O)N/N=C(\C)c1ccc(C)o1)c1ccc(C)o1,3%,-3%,4,-10,-0.4,i,i,·
COc1ccc(C(=O)C2CCCN(Cc3ccc4c(c3)OCCO4)C2)cc1F (stereo not given),-4%,0%,-26,-29,0.6,-6%,i,-3%
CCOC(=O)c1cc2c(ccn2C)n1Cc1cc(C)ccc1C,1%,1%,-15,0,0.7,-15%,i,-15%
CCOC(=O)Cc1csc(NC(=O)c2ccc(Cl)s2)n1,5%,0%,13,29,-2.2,-45%[inhibitor],i,-2%
COc1ccccc1-c1nnc(NC(=O)c2ccc(S(=O)(=O)N(C)Cc3ccccc3)cc2)o1,10%,-15%,-78*,4,2.2,-34%[inhibitor],i,-1%
CCOC(=O)c1cccc(NC(=O)CSc2nnc(C)n2Cc2ccccc2)c1,8%,-5%,-13,-9,-0.7,i,·,0%
CCOC(=O)CSc1ccc(-c2nc3ccccc3[nH]2)cn1,-7%,-3%,-14,-1,-0.2,-23%[57.5 µM],i,0%
C[C@H]1CN([C@@H](C)CO)C(=O)Cc2cc(NC(=O)CCC(F)(F)F)ccc2O[C@H]1CN(C)CC1CC1,-4%,-1%,7,5,0.2,-18%,i,-1%
O=C(c1ccccc1)C1CCN(CC(=O)N2CCN(c3ccccc3)CC2)CC1,-1%,8%,-22,-1,0.6,0%,i,3%
CC12CC3CC(C)(C1)CC(CN1CCOCC1)(C3)C2,-22%,3%,13,1,1.1,i,i,2%
CC1(C)Cc2c(ccc3ccccc23)C(=O)N1,9%,5%,-21,11,-2.0,-3%,i,1%
Cc1ccccc1C(=O)NNC(=O)C1CCCN(c2ncccn2)C1 (stereo not given),13%,1%,-19,2,2.9,i,i,0%
COc1ccccc1C(=O)N/C(=C\c1cn(C)c2ccccc12)C(=O)NCCN1CCOCC1,2%,9%,23,0,0.0,-27%,i,·
Nc1c(C(=O)O)sc2nc(-c3ccccc3)cc(-c3ccccc3)c12,0%,-4%,2,-15,-0.7,i,i,-4%
COc1cccc2c1OCC(CN1CCN(Cc3ccccc3)C(CCO)C1)=C2 (stereo not given),-4%,5%,-94*,-20,-0.8,-30%[inhibitor],i,2%
